Screening results: PubChem, National Center for Advancing Translational Sciences (NCATS)
Pf growth 48h: P. falciparum growth inhibition at 48 hours (one generation); P. falciparum luciferase growth in erythrocytes, 48 h; Potency, µM (highest dose often 28.7 µM), for the others: at the highest dose activity change, negative = inhibition, most hits filed as inhibitors; 5.9% of 310,000 active; AID 504832; further: potency means the concentration at half of the fitted maximal effect; on the % scale 0 is the no-effect control and ±100 the full control effect
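Firefly luciferase activity from engineered P. falciparum reports growth; inhibitors lower the luminescent signal. Cultures contained 2% hematocrit erythrocytes at 0.1% final parasitemia.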
Pf growth 96h: P. falciparum growth inhibition at 96 hours; P. falciparum luciferase reporter growth, 96 h; Potency, µM (top dose mostly 28.7 µM), for the others: at the top dose activity change, negative = inhibition, most hits filed as inhibitors; 6.9% of 320,000 active; AID 504834; further: potency means the concentration at half of the fitted maximal effect; on the % scale 0 is the no-effect control and ±100 the full control effect
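Two parasite generations (96 h, 37 C, 5% CO2) of compound exposure in infected erythrocytes (0.05% parasitemia, 2% hematocrit). Luciferase-reporter P. falciparum; decreased luminescence indicates inhibited growth, aimed at apicoplast-acting delayed death.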
Cycloheximide cs: affects cycloheximide protein synthesis inhibition readout, counter-screen | max response, % | AID 2314 | 12% of 300,000 active | cell reporter, cycloheximide protein synthesis inhibition counterscreen; in the data active means max response mostly above about 13%, no sharp cut-off; inactive means mostly below about 14%; further: read at 38.3 µM for the half of the compounds with a filed dose; 0% is about no effect
Shiga toxin inh: Shiga toxin inhibition | Vero cells, Shiga toxin protein synthesis inhibition reporter | inhibition, % at 38.7 µM | 9.2% of 290,000 active | AID 2315; in the data active means inhibition mostly above about 28%, no sharp cut-off; inactive means mostly below about 43%; further: 0% is about no effect
HCV inhibitor: inhibitors of hepatitis C virus infection | Potency, µM (titrated, usually from 41.8 µM), for the others: at the top dose activity change, negative = inhibition, most hits filed as inhibitors | 3.4% of 340,000 active | Huh7.5.1 HCVcc-Cre infection, luciferase reporter, 44 h | AID 651820; further: potency means the concentration at half of the fitted maximal effect; on the % scale 0 is the no-effect control and ±100 the full control effect
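HCVcc-Cre virus at an moi near 0.5 was added right after compound to cells cultured 4 h from seeding (1,000 cells/well). Luciferase activity was determined 44 h later, 15 min after substrate addition at RT.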
FBPA Giardia inh: Giardia lamblia aldolase inhibition; purified Giardia FBPA; Potency, µM (top dose mostly 59.6 µM), without a hit: at the highest dose activity, negative = inhibition, actives largely listed as inhibitors; 0.71% of 290,000 active; A8B2U2; further: potency means the concentration at half of the fitted maximal effect; on the % scale 0 is the no-effect control and ±100 the full control effect; nearly all actives have a fitted effect of over 55% in size
Target sequence (A8B2U2 whole entry, looked up): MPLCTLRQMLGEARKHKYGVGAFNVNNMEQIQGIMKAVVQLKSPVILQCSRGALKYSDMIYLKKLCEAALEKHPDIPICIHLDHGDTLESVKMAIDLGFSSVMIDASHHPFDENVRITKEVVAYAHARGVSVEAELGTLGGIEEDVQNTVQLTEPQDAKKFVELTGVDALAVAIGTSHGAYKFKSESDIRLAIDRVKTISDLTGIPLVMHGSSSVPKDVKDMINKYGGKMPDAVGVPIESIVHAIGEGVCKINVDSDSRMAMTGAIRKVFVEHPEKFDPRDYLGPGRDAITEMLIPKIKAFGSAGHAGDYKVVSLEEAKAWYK
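Giardia FBPA (40 nM reagent) was preincubated 10 min at RT with compound (up to 57.5 uM final), then substrate plus GAPDH/TPI/NAD/arsenate coupling system with diaphorase/resazurin was added; resorufin fluorescence (525/598 nm) was read after 20 min.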
Starred values were filed as active, the others as inactive; i = inactive; ? = inconclusive; . = no result given; & = joins results of further samples; [ ] = remark or other dose. Unless noted, the call rests on the fitted dose curve; in most records, active means well fitted curve in the direction sought with a large enough effect; inconclusive means small, poorly fitted or top-dose-only effect, or another doubt; inactive means no such curve, though single readings can be large; an effect the other way counts as inactive or inconclusive.

SMILES	Pf growth 48h	Pf growth 96h	Cycloheximide cs	Shiga toxin inh	HCV inhibitor	FBPA Giardia inh
COc1cc(CNC(C)c2ccccc2)c(Br)cc1OCC(N)=O (stereo not drawn)	.	8.3µM*	-5	-47	-7%	5%
C=CCN1C(=O)CS/C1=C(\C#N)S(=O)(=O)c1ccc(C)cc1	?	13%	-3	-21	3%	-13%
Cn1c2ccccc2c2c(C(=O)NCc3ccco3)cn(C3CCCCC3)c(=O)c21	.	?	-3	-10	-2%	-22%
Cc1ccc(C2(C)NC(=O)N(CC(=O)NNC(=O)c3cc(C)oc3C)C2=O)cc1 (stereo not drawn)	18%	48%[activator]	.	.	12%	.
O=C(CCCOc1ccccc1)N1CCN(C(=O)c2ccco2)CC1	15%	.	21*	88*	-4%	7%
COC(=O)CC1C(=O)NC2CCCCC2N1C(=O)CCl (stereo not drawn)	?	?	1	17	?	-13%
O=C(CSc1ncn[nH]1)N1CCN(S(=O)(=O)c2ccc(Cl)cc2)CC1	?	.	3	12	6%	-2%
COc1cc2c(cc1OC)CN(C(=S)Nc1cccc(Cl)c1C)CC2	7%	71%[activator]	-3	-10	?	1%
CCOc1ccc(C(=O)OCC(=O)Nc2ccc3c(c2)OCCO3)cc1OC	10%	-15%	.	.	-18%	.
C=CCN1CCN(C(=O)c2oc3ccccc3c2C)CC1	1%	?	20*	21	22%	-15%
CCCCSc1nnc(CCCCCNC(=O)OC(C)(C)C)o1	?	-11%[5.75 µM]	-2	-10	-9%	9%
COc1ccccc1CCC(=O)N(C)CC(=O)Nc1ccc(F)cc1	?	?	-2	-39	-6%	.
COc1cccc(C(=O)NCCSc2ccc(C)cc2)c1	-14%	?	21*	19	-20%	32%
O=C(/C=C/c1ccc(Cl)cc1)c1cccnc1	.	?	-2	-13	12%	-5%
CC1(C(=O)NNC(=O)c2ccc([N+](=O)[O-])cc2)CC1(Br)Br (stereo not drawn)	-6%	6%	11	-3	8%	.
Cc1ccc(S(=O)(=O)N2CCN(c3ccc([N+](=O)[O-])c4cccnc34)CC2)cc1	-11%	?	-2	0	4%	-8%
COc1cccc(NC(=O)c2ccc(N3C(=O)C4CC=C(C)CC4C3=O)cc2)c1 (stereo not drawn)	18%	1.5µM*	12	57	?	7%
O=C(C1=C[C@H](c2ccccc2)C[C@H](OCc2ccc(CO)cc2)O1)N1CCN(Cc2ccccc2)CC1	?	?	-1	-4	-10%	-19%
NC(=O)C1=C[C@H](c2ccc(C(F)(F)F)cc2)C[C@H](OCCCCO)O1	2%	-2%	13	12	16%	?
Brc1cccc(OCCCCN2CCCCC2)c1	-2%	?	-3	-5	-18%	-7%
Cc1ccc(-c2nc(SCC(=O)NCC3CCCO3)c(-c3ccc(Cl)cc3)[nH]2)cc1 (stereo not drawn)	-16%	?	-3	-16	2%[8.37 µM]	0%
CCN1CCN(Cc2cccnc2)CC1	8%	1%	-3	6	12%	-28%
CCN(CC)c1ccc(/C=C2\C(=O)NC(=S)N(C)C2=O)o1	116%[activator]	76%[activator]	45*	110*	-25%	-9%
CCOC(=O)N1CCN(C(=O)c2ccc3c(c2)N(Cc2cccc(Cl)c2)C(=O)c2ccccc2S3=O)CC1 (stereo not drawn)	7.4µM*	19%	2	-2	18µM*	8%
COCCOC(=O)c1c(NC(=O)CNCc2ccco2)sc(C(N)=O)c1C	?	-29%	4	8	-2%	-11%
CC(C)c1ccc(OCC(=O)N(Cc2ccccc2)c2ccccn2)cc1	-26%	?	14*	17	-6%	3%
CCOc1cc(C2C3=C(CC(C)(C)CC3=O)Nc3n[nH]c(C)c32)ccc1O (stereo not drawn)	-3%	20%	8	36	25%	-1%
Cc1cc(F)ccc1S(=O)(=O)Nc1ccccc1C(=O)NCc1cccnc1	-14%	13%	-4	34	19%	10%
COc1ccc(CNC(=O)COC(=O)c2ccc3c(c2)OCCO3)cc1	.	6%	-1	-9	-17%	1%
CCCC[C@H]1CCCO[C@@](C(=O)NCc2ccccc2)(C(F)(F)F)C1	.	.	-2	7	.	0%
CCc1nnc(NC(=O)c2cccc(S(=O)(=O)N3CCN(c4ccccc4)CC3)c2)s1	.	10µM*	0	15	-19%	0%
Cc1ccc(C2=N/C(=C\c3ccc(OS(=O)(=O)c4ccc(C)cc4)cc3)C(=O)O2)cc1	11%	?	1	-8	5%	13%
Cc1nc(-c2ccc(C(=O)N3CCOCC3)cc2)cs1	45%[activator]	14%	32*	48	17%	18%
Cc1cc(OCC(O)CN2CCN(C)CC2)ccc1C(C)C (stereo not drawn)	-27%	6%	2	15	?	-18%
COC(=O)c1ccc(COC(=O)c2nn(C)c(=O)c3ccccc23)cc1	21%	30%	23*	57	-20%	3%
Cc1cc(C)c2nc(C)cc(N/N=C/c3ccc(O)cc3)c2c1	0.13µM*	-2%	-12	-10	11µM*	14%
CCC(C)N(C(=O)COC(=O)c1cn(CC)c2nc(C)ccc2c1=O)C1CCS(=O)(=O)C1 (stereo not drawn)	.	.	-4	11	13%	3%
C=CCn1c(SCC(=O)NC(=O)c2cccn2C)nc2ccccc2c1=O	3.7µM*	10%	10	1	?	-5%
Cc1ncc(CN2CCN(C(C)C)C(CCO)C2)s1 (stereo not drawn)	30%	-24%	-1	-9	21%	1%
Cc1ccc(Cn2c(NCCCn3ccnc3)nc3c2c(=O)n(C)c(=O)n3C)cc1	-1%	40%[activator]	-4	14	-21%	-1%
Cn1c(SCC(=O)Nc2ccc3nc(SCC(=O)N4CCCC4)sc3c2)nnc1-c1ccccc1	9.3µM*	3.3µM*	-3	-14	-23%	-1%
Nc1nn2cc(-c3ccccc3)nc2c2ccccc12	i	259%[activator]	30*	70*	?	-7%
COc1ccc(CNC(C)C(=O)Nc2ccc3ccccc3c2)cc1OC (stereo not drawn)	-19%	-8%	1	-23	-10%	2%
CC(=O)Nc1ccc(NC(=O)CC(NC(=O)c2ccccc2)c2ccccc2)cc1 (stereo not drawn)	10%	-4%	4	-4	-5%	1%
CC1CCN(c2oc(-c3cccc4ccccc34)nc2C#N)CC1	4%	7%	1	9	4%	4%
CC1CCCN(c2ccc(C(=O)NCc3ccc4c(c3)OCO4)cc2[N+](=O)[O-])C1 (stereo not drawn)	4%	?	-2	2	?	0%
O=C(O)CSc1ccc(S(=O)(=O)N2CCCC2)cn1	5%	-27%	.	.	19%	.
Cn1c(Cc2cccs2)nnc1SCC(=O)N1CCc2ccccc21	-13%	.	-4	12	-4%	-14%
CC(C)Sc1nnc(-c2c[nH]c3ccccc23)n1C	.	-1%	50*	121*	-15%	-1%
Cc1nc(NC2CCCC2)sc1C(=O)N(C)C	.	204%[activator]	-2	-6	14%	1%
(further entries)
SMILES	Pf growth 48h	Pf growth 96h	Cycloheximide cs	Shiga toxin inh	HCV inhibitor	FBPA Giardia inh
NP(=O)(Oc1ccccc1Cl)Oc1ccccc1Cl	-11%	?	-8	6	-15%	1%
C=C(Br)Cn1c(CCCC)nc2ccccc21	-25%	?	4	-11	-11%	8%
O=c1oc(-c2ccc(F)cc2)nc2ccsc12	-8%	.	-2	-12	1%	7%
Cc1ccc(NC(=S)N(CCN(C)C)Cc2cc3cccc(C)c3[nH]c2=O)cc1	15%	-19%	-4	21	?	4%
O=C(NCc1ccco1)c1cc(-c2cccs2)on1	337%[activator]	-26%	55*	121*	3%	3%
COc1ccc2c(c1)c1c(n2C(C)=O)C(OC(C)=O)=NCC1	12%	?	-1	-7	-11%	1%
CC(C)C[C@@H](CO)N1CCN(CCCc2ccccc2)CCC1=O	-3%	?	-3	-5	2%	-4%
O=C(CNCc1ccco1)Nc1ccccc1-n1cccc1	16%	?	-2	-3	10%	-19%
CCOC(=O)c1sc(NC(=O)CSc2nncn2C)nc1C	32%[activator]	337%[activator]	-1	1	-7%	0%
CCN(Cc1ccccc1)S(=O)(=O)c1ccc(S(=O)(=O)N(Cc2cccc(OC)c2)CC2CCCO2)cc1 (stereo not drawn)	.	5.2µM*	14	-6	-8%	2%

Some entries already given, limited to Pf growth 48h, Pf growth 96h and FBPA Giardia inh.
canonical_smiles	Pf growth 48h	Pf growth 96h	FBPA Giardia inh
CCN(Cc1ccccc1)S(=O)(=O)c1ccc(S(=O)(=O)N(Cc2cccc(OC)c2)CC2CCCO2)cc1 (stereo not drawn)	.	5.2µM*	2%
C=C(Br)Cn1c(CCCC)nc2ccccc21	-25%	?	8%
CC(C)C[C@@H](CO)N1CCN(CCCc2ccccc2)CCC1=O	-3%	?	-4%
Cc1ccc(NC(=S)N(CCN(C)C)Cc2cc3cccc(C)c3[nH]c2=O)cc1	15%	-19%	4%

(next part)
SMILES	Pf growth 48h	Pf growth 96h	Cycloheximide cs	Shiga toxin inh	HCV inhibitor	FBPA Giardia inh
CCOC(=O)C1=C(COC(=O)c2cccc(NC(C)=O)c2)NC(=O)NC1C (stereo not drawn)	15%	15%	.	.	-34%	.
COc1ccc(C2=Nn3c(nnc3-c3ccc(OC)cc3OC)SC2)cc1	.	.	-4	-5	.	1%
Cc1[nH]n(-c2ccccc2)c(=O)c1/C=N/NC(=O)C(C)C	?	?	13	28	8%	?
Cc1nnsc1C(=O)Nc1ccc(Cl)cc1	0%	21%	-1	-1	-20%	1%
CCOC(=O)c1cccc(N2C(=O)C3C(C2=O)C2C=CC3C23CC3)c1 (stereo not drawn)	-13%	.	7	-19	5%	2%
CC(C)Cn1cnc2c1c(=O)n(CC(O)c1ccccc1)c(=O)n2CC(C)C (stereo not drawn)	4.7µM*	.	5	-3	-2%	-3%
O=C(O)c1ccccc1N/N=C\c1ccnc2ccccc12	181%[activator]	186%[activator]	28*	43	6%	-2%
CC(OC(=O)c1cccc(-n2cnnn2)c1)C(=O)NCc1ccccc1 (stereo not drawn)	9%	14%	.	.	15%	.
O=C(CCCN1C(=O)/C(=C\c2ccco2)SC1=S)Nc1ccc(O)cc1C(=O)O	11%	2%	-3	-1	-2%	.
CN(NC(=O)c1ccccc1)c1ncc(C(F)(F)F)cc1Cl	-20%	2%	4	6	17%	-1%
CCOc1ccccc1OCC(=O)Nc1ccc2[nH]c(=O)[nH]c2c1	14%	-17%	.	.	13µM*	.
COC(=O)C1=C(C)NC(=O)NC1c1ccccc1Cl (stereo not drawn)	16%	1%	-3	-2	17%	2%
CC1(c2ccc3ccccc3c2)NC(=O)N(CC(=O)NCC(C)(C)N2CCOCC2)C1=O (stereo not drawn)	-24%	-2%	.	.	-14%	.
COc1ccc(-c2cc(C)no2)cc1S(=O)(=O)N(C)c1ccc(C)c(C)c1	?	2%	12	3	?	-12%
CC(C)(C)NC(=O)c1ccnc(C(C)(C)C)c1	.	-1%	9	66	16%	-4%
NC(=O)C1CCN(C(=O)OCc2ccccc2)CC1	55%[activator]	63%[activator]	-4	-8	12%	4%
CCOc1ccc(CN(CCO)CCO)cc1C(=O)OC	8%	2.1µM*	2	-9	7%	-6%
O=[N+]([O-])c1ccc(SCCc2ccncc2)cc1	13%&11%	15%&-15%	8&0	6&1	1%&-13%	?
Cc1ccc(NC(=O)C2(c3ccccc3)CCOCC2)c([N+](=O)[O-])c1	-6%	0%	-3	4	-6%	3%
CCOC(=O)/C=C1\SCC(=O)N1CC(=O)Nc1ccc(C(C)C)cc1	.	?	11	-5	21%	3%
Cc1ccc(C(=O)NCCSc2ccccc2)cc1S(=O)(=O)Nc1ccccc1	3%	115%[activator]	-3	-5	?	-4%
Cc1ccc(NS(=O)(=O)c2ccc(C(=O)NCCCN3CCCC3=O)cc2)cc1	-1%	?	.	.	1%	.
CCCCN(CC)CCCNC(=O)c1cn(-c2ccc(OC)cc2)c(=O)c2ccccc12	-9%	7.4µM*	-3	-2	3%	9%

Pulled by structure from above (two):
SMILES	Pf growth 48h	Pf growth 96h	Cycloheximide cs	Shiga toxin inh	HCV inhibitor	FBPA Giardia inh
CCCCN(CC)CCCNC(=O)c1cn(-c2ccc(OC)cc2)c(=O)c2ccccc12	-9%	7.4µM*	-3	-2	3%	9%
CCOc1ccc(CN(CCO)CCO)cc1C(=O)OC	8%	2.1µM*	2	-9	7%	-6%
